p53 PUMA act: re-activators of the mutant p53 pathway; 28,000 compounds, 1.5% hits; activation, % at 9.98 µM; SW480 PUMA-promoter luciferase, p53 mutant reactivation; in the data active = activation above about 52%
STK33 inh: blocks human STK33 kinase activity; Q9BYT3; ADP-Glo luminescence, MBP substrate; inhibition, % at 12.5 µM; 27,000 compounds, 0.44% hits; AID 2322; in the data active = inhibition above about 20%
Target sequence (Q9BYT3 whole entry, looked up): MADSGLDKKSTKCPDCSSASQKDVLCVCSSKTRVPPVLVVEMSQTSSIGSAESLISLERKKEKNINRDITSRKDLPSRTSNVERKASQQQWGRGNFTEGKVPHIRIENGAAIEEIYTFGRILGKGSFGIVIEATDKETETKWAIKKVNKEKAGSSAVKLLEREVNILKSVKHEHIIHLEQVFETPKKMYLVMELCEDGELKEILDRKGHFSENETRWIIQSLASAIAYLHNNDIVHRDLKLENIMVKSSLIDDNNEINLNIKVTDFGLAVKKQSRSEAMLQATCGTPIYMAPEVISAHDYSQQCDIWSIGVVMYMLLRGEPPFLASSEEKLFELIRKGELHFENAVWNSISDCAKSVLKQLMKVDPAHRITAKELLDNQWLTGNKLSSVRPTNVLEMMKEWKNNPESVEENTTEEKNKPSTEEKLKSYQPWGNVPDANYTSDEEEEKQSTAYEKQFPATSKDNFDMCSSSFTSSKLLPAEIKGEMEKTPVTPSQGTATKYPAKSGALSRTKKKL
The depositor's hits bear a star; · = not tested or not shown. These rows are one share of the data; the hit share may differ from the screen's.

SMILES	p53 PUMA act	STK33 inh
C=CCOC(=O)[C@H]1[C@@H]2C(=O)O[C@@H](c3ccccc3)[C@@H](c3ccccc3)N2[C@@H](c2ccc(OCCOC(=O)[C@@H]3C[C@@H]4C(=O)N[C@@H](CC(C)C)C(=O)N4[C@@H]3c3cccc(OCCO)c3)cc2)[C@]12C(=O)Nc1ccc(I)cc12	·	15.3
C[C@@H]1CN([C@H](C)CO)C(=O)CCCn2cc(nn2)CO[C@H]1CN(C)C(=O)Nc1ccccc1	·	-2.7
Cc1noc(C)c1NC(=O)Nc1cccc2c1O[C@H](CN(C)Cc1ccc(C(F)(F)F)cc1)[C@H](C)CN([C@H](C)CO)C2=O	-2.6	·
C[C@@H]1CN([C@H](C)CO)C(=O)Cc2cc(NC(=O)Nc3ccc(F)cc3)ccc2O[C@H]1CN(C)Cc1ccc(C(=O)O)cc1	1.6	·
C[C@@H]1CN([C@H](C)CO)C(=O)c2cc(NC(=O)Cn3cnnn3)ccc2O[C@@H]1CN(C)Cc1ccncc1	-0.6	·
C[C@H](CO)N1C[C@H](C)[C@@H](CN(C)C(=O)NC2CCCCC2)Oc2c(cccc2N(C)C)C1=O	-4.0	·
COc1ccccc1-c1cc(-c2ccccc2)nc(SCC(N)=O)c1C#N	0.7	6.8
C/C(=C(/CCO)SSCC1CCCO1)N(C=O)Cc1cnc(C)nc1N (configuration not stated)	2.1	1.2
C[C@H](CO)N1C[C@H](C)[C@H](CN(C)S(C)(=O)=O)Oc2ccc(NC(=O)Nc3ccc(F)cc3)cc2CC1=O	·	3.8
O=C(NCCN1CCOCC1)[C@@]1(Cc2ccccc2)N=C(c2ccc(OCCCO)cc2)O[C@H]1c1ccccc1	·	-1.3
CCOc1cc(C)c(Cl)cc1S(=O)(=O)n1cnc2ccccc21	16.2	-3.0
C[C@H]1CN([C@@H](C)CO)C(=O)c2cc(NC(=O)Nc3cccc4ccccc34)ccc2O[C@@H]1CN(C)S(=O)(=O)c1cn(C)cn1	·	1.4
Cc1nnc(SCc2cc(=O)[nH]c(Nc3nc(C)c4ccccc4n3)n2)s1	20.3	0.2
[N-]=[N+]=NCc1ccccc1C[C@@]1(C(=O)N2CCCCC2)N=C(c2ccc(OCCCO)cc2)O[C@@H]1c1ccccc1	·	-0.2
C/C(=C\CCC1(C)C2CC3C(C2)C31C)C(=O)O (configuration not stated)	-6.6	-3.0
CCC(=O)NC1Cc2ccccc2C(c2ccccc2)C1 (configuration not stated)	4.1	·
Cc1ccc(N(C(C)C(=O)Nc2ccccc2Cl)S(C)(=O)=O)cc1 (configuration not stated)	-8.4	1.2
C[C@@H]1CN([C@@H](C)CO)S(=O)(=O)c2ccc(C#CCC3CCCC3)cc2O[C@H]1CN(C)Cc1cccc(C(=O)O)c1	-7.2	·
Cc1noc(C)c1S(=O)(=O)N(C)C[C@H]1Oc2ccc(NC(=O)Nc3ccc4c(c3)OCO4)cc2C(=O)N([C@@H](C)CO)C[C@H]1C	·	-0.8
CS(=O)(=O)N(CC(=O)Nc1c(F)cccc1F)c1ccc(I)cc1	0.5	0.0

3 structures from above, ordered by formula weight, falling.
SMILES	p53 PUMA act	STK33 inh
C[C@H](CO)N1C[C@H](C)[C@H](CN(C)S(C)(=O)=O)Oc2ccc(NC(=O)Nc3ccc(F)cc3)cc2CC1=O	·	3.8
C[C@H](CO)N1C[C@H](C)[C@@H](CN(C)C(=O)NC2CCCCC2)Oc2c(cccc2N(C)C)C1=O	-4.0	·
COc1ccccc1-c1cc(-c2ccccc2)nc(SCC(N)=O)c1C#N	0.7	6.8

Next part
SMILES	p53 PUMA act	STK33 inh
CC(=O)c1c(C)n(-c2ccc(C)cc2)c2ccc(OC(=O)CN3C(=O)c4ccccc4C3=O)cc12	-32.3	-0.8
Cc1ccc(S(=O)(=O)N(C)C[C@@H]2OCCCC[C@@H](C)Oc3ccc(NC(=O)c4ccncc4)cc3C(=O)N([C@H](C)CO)C[C@@H]2C)cc1	·	-10.6
C[C@@H]1CN([C@@H](C)CO)C(=O)c2cc(-c3ccncc3)cnc2O[C@H]1CN(C)C(=O)Nc1ccc2c(c1)OCO2	13.8	·
O=C(NCCN1CCOCC1)C(=O)Nc1cccc(F)c1	29.3	-1.5
COC(=O)c1ccc2c(=O)n(-c3ccccc3)c(SCC(=O)Nc3ccccc3)nc2c1	-6.0	1.3
CC(C)(C)C(=O)N1CCN(c2ccc([N+](=O)[O-])c(NCc3cccnc3)c2)CC1	5.0	-4.9
C[C@@H]1CN([C@@H](C)CO)C(=O)c2cc(NS(=O)(=O)c3cccs3)ccc2O[C@@H](C)CCCCO[C@@H]1CN(C)C(=O)NC1CCCCC1	11.4	·
C[C@@H]1CN([C@@H](C)CO)C(=O)c2cc(NC(=O)C3CC3)ccc2O[C@H]1CN(C)S(=O)(=O)c1cn(C)cn1	10.8	1.5
C[C@@H]1CCCCO[C@H](CN(C)Cc2ccncc2)[C@@H](C)CN([C@H](C)CO)C(=O)c2cc(NC(=O)Nc3ccccc3)ccc2O1	2.5	·
CC1=C(c2ccc(C)cc2)[N+](=O)C(C)(C)N1[O-]	·	-3.4
C[C@@H]1CCCCO[C@@H](CN(C)C(=O)Cc2ccccc2)[C@@H](C)CN([C@H](C)CO)C(=O)c2cc(NC(=O)c3ccccc3)ccc2O1	·	2.9
C[C@H]1CCCCO[C@@H](CN(C)Cc2ccncc2)[C@@H](C)CN([C@@H](C)CO)C(=O)c2cc(NS(=O)(=O)c3ccccc3)ccc2O1	-8.4	·
Cc1oc2c(c1C(N)=O)CCCC2	-11.4	·
COc1ccc(OC)c(CN=c2c([N+](=O)[O-])nn(-c3ccc(Cl)cc3)n2O)c1	42.0	15.0
CSc1ccccc1NC(=O)Cn1c(-c2cscn2)nc2ccccc21	0.6	0.9
O=C(CCN1C(=O)c2ccc([N+](=O)[O-])cc2C1=O)Nc1cccc(I)c1	1.5	-4.7
COc1cccc2cc(C(=O)C3C(=O)C(=O)N(Cc4ccco4)C3c3cccnc3)oc12 (configuration not stated)	3.4	0.2
C[C@@H]1CCCCO[C@H](CN(C)C)[C@@H](C)CN([C@H](C)CO)C(=O)c2cc(NS(=O)(=O)c3cn(C)cn3)ccc2O1	7.6	0.1
O=S(=O)(c1ccccc1)N1CCN(CC(O)COc2ccc3c(c2)CCC3)CC1 (configuration not stated)	-1.5	-1.9
C[C@H]1CN([C@@H](C)CO)C(=O)Cc2cc(NC(=O)NC3CCCCC3)ccc2O[C@H]1CN(C)C	6.9	1.5
C[C@@H]1CN([C@H](C)CO)C(=O)CCCn2cc(nn2)CO[C@H]1CN(C)Cc1ccc2cccnc2c1	-1.6	2.0
C[C@@H]1CCCCO[C@H](CN(C)C(=O)CCCN(C)C)[C@H](C)CN([C@@H](C)CO)C(=O)c2cc(NC(=O)c3ccncc3)ccc2O1	3.7	·
C[C@H]1CN([C@@H](C)CO)C(=O)Cc2cc(NC(=O)C3CCCCC3)ccc2O[C@H]1CN(C)S(C)(=O)=O	7.4	-1.5
Cc1ccc(S(=O)(=O)N(C)C[C@H]2Oc3ccc(NC(=O)Nc4ccc(F)cc4)cc3CC(=O)N([C@H](C)CO)C[C@H]2C)cc1	·	-4.3
Cc1ccccc1CN(CC(N)=O)S(=O)(=O)c1ccc(Cl)cc1	-0.6	-2.0
Cc1noc(C)c1S(=O)(=O)Nc1ccc2c(c1)CC(=O)N([C@@H](C)CO)C[C@@H](C)[C@H](CN(C)Cc1ccc(-c3ccccc3)cc1)O2	-12.7	·
O=C(c1ccccn1)c1ccc2ccccc2n1	·	1.6
C[C@@H]1CN([C@H](C)CO)C(=O)Cc2cc(NC(=O)NC3CCCCC3)ccc2O[C@H]1CN(C)Cc1ccc2c(c1)OCO2	1.7	0.5
C[C@@H]1CN([C@H](C)CO)C(=O)Cc2cc(NS(=O)(=O)c3cccs3)ccc2O[C@@H]1CN(C)C(=O)Nc1ccc(F)cc1	8.5	·
COc1cc(-c2oc3cc(O)c(OC)c(O)c3c(=O)c2O[C@@H]2O[C@H](CO[C@@H]3O[C@H](CO)[C@@H](O)[C@H](O)[C@H]3O)[C@@H](O)[C@H](O)[C@H]2O[C@@H]2OCC(O)(CO)[C@H]2O)ccc1O (some centres not stated)	1.9	-2.3
O=C1c2cccc3cccc(c23)C(=O)N1CCCSc1n[nH]c(-c2ccc(F)cc2)n1	55.4*	-3.6
Cc1noc(C)c1NC(=O)N(C)C[C@H]1Oc2ccc(NC(=O)Cc3cn(C)c4ccccc34)cc2CC(=O)N([C@@H](C)CO)C[C@H]1C	-10.8	-0.2
COC(=O)C1=C(N)C(C(=O)OC)=c2s/c(=C/c3ccccc3)c(=O)n2C1c1ccccc1 (configuration not stated)	·	-0.6
C[C@H]1CN([C@@H](C)CO)C(=O)CCCn2nncc2CO[C@@H]1CN(C)C(=O)Nc1cccc2ccccc12	·	9.3
Cc1c(Cl)cccc1NC(=O)CN(c1ccc(F)c(Cl)c1)S(C)(=O)=O	-21.6	0.0
C[C@@H]1CN([C@@H](C)CO)C(=O)Cc2cc(NC(=O)Nc3ccc4c(c3)OCO4)ccc2O[C@@H]1CN(C)Cc1ccc(Cl)c(Cl)c1	·	1.2
COc1ccc(NC(=O)CSc2nc(-c3ccccc3)cc(C(F)(F)F)n2)c([N+](=O)[O-])c1	10.1	-0.8
C[C@H]1CN([C@@H](C)CO)C(=O)Cc2cc(NC(=O)c3ccncc3)ccc2O[C@H]1CN(C)S(=O)(=O)c1ccc(F)cc1	·	2.7
CNC[C@H]1Oc2c(NC(=O)c3cc(C)nn3C)cccc2C(=O)N([C@H](C)CO)C[C@H]1C	9.6	·
CNC[C@H]1Oc2c(NC(=O)c3ccc(-c4nccs4)cc3)cccc2C(=O)N([C@H](C)CO)C[C@H]1C	-1.7	·
Cc1ccc(S(=O)(=O)Nc2ccc3c(c2)C(=O)N([C@@H](C)CO)C[C@H](C)[C@@H](CN(C)C(=O)Nc2ccccc2)O3)cc1	·	-8.3
Cc1ccc(C(C)C)cc1OCC(O)Cn1cnc2ccccc21 (configuration not stated)	-15.4	-8.9
CCCC#Cc1ccc2c(c1)O[C@H](CN(C)S(=O)(=O)c1cccc(OC)c1)[C@@H](C)CN([C@@H](C)CO)S2(=O)=O	-31.8	·
Cc1ccc(S(=O)(=O)N(C)C[C@@H]2OCCCC[C@H](C)Oc3ccc(NS(=O)(=O)c4ccc(Cl)cc4)cc3C(=O)N([C@H](C)CO)C[C@H]2C)cc1	-60.7	·
CC(C)NC(=O)Nc1cccc2c1O[C@@H](CN(C)Cc1ccc(Cl)c(Cl)c1)[C@H](C)CN([C@H](C)CO)C2=O	-3.6	·
C[C@H]1CN([C@@H](C)CO)C(=O)c2c(c3ccccc3n2C)-c2ccccc2CO[C@H]1CN(C)S(=O)(=O)Cc1ccccc1	6.9	·
C[C@H](CO)N1C[C@H](C)[C@H](CN(C)C(=O)Nc2ccc(C(F)(F)F)cc2)Oc2c(NS(=O)(=O)c3ccccc3)cccc2C1=O	-0.6	·
COCC(=O)N(C)C[C@@H]1Oc2cc(C#CC3CC3)ccc2S(=O)(=O)N([C@H](C)CO)C[C@H]1C	4.6	·
C[C@H](CO)N1C[C@H](C)[C@H](CN(C)Cc2ccc(C(F)(F)F)cc2)Oc2c(NS(=O)(=O)c3cccs3)cccc2C1=O	-13.8	·
COC(=O)Cc1c(CCC(=O)O)oc2cc(C)cc(O)c2c1=O	-4.9	-7.8

Further compounds.
SMILES	p53 PUMA act	STK33 inh
C[C@@H]1CN([C@@H](C)CO)C(=O)Cc2cc(NC(=O)Cn3cnnn3)ccc2O[C@H]1CN(C)S(=O)(=O)c1ccccc1	12.9	·
C[C@H](O)C#Cc1ccc2c(c1)O[C@@H](CN(C)CC1CCOCC1)[C@@H](C)CN([C@H](C)CO)S2(=O)=O	-0.9	·
Cc1sc2ncnc(SCC(=O)NCc3ccccc3)c2c1C	-4.9	0.6
C[C@@H]1CN([C@@H](C)CO)C(=O)c2cc(C#Cc3ccccc3F)cnc2O[C@@H]1CN(C)S(=O)(=O)c1ccccc1	-17.2	·
COc1ccc(C)cc1S(=O)(=O)NCCO	-2.6	0.8
CC1=NS(=O)(=O)c2cc(Cl)ccc2N1	·	1.0
CCc1ccccc1OCC(=O)Nc1cc(OC)ccc1OC	93.2*	-0.4
COc1ccc(CN(C)C[C@@H]2Oc3ccc(NC(=O)Nc4ccc(C(F)(F)F)cc4)cc3C(=O)N([C@@H](C)CO)C[C@@H]2C)cc1	-30.3	·
C[C@H]1CN([C@@H](C)CO)C(=O)c2cc(NC(=O)Nc3cccc4ccccc34)ccc2O[C@H]1CN(C)C(=O)Nc1ccc2c(c1)OCO2	7.5	0.1
COc1cc(CO)ccc1OCC(=O)Nc1ccc(C)cc1	47.2	-2.5
COc1ccc(CN(C)C[C@H]2OCCCC[C@H](C)Oc3ccc(NC(=O)Nc4c(C)noc4C)cc3C(=O)N([C@@H](C)CO)C[C@H]2C)cc1	-8.0	·

Record cards, as listed above.
`Cc1sc2ncnc(SCC(=O)NCc3ccccc3)c2c1C` is entered as p53 PUMA act = -4.9; STK33 inh = 0.6
`C[C@H]1CN([C@@H](C)CO)C(=O)c2cc(NC(=O)Nc3cccc4ccccc34)ccc2O[C@H]1CN(C)C(=O)Nc1ccc2c(c1)OCO2` is entered as p53 PUMA act = 7.5; STK33 inh = 0.1
